RNase H inhibition = RNase H inhibition, HIV 1 Gag Pol polyprotein, FRET biochemical assay, screening (AID 372); HIV-1 RT RNase H, FRET RNA/DNA substrate fluorescence; higher % means a stronger effect; one-dose inhibition, % at 10 µM; IC50 in µM for titrated hits; 100,000 tested, 0.77% active; in the data active = inhibition above about 50%
The depositor's hits bear a star. A portion of the library; the hit share may differ from the screen's.

SMILES	RNase H inhibition
O=C(Nc1ccc([N+](=O)[O-])c(NC(=O)c2ccc(Cl)c(Cl)c2)c1)c1ccc(Cl)c(Cl)c1	11%
OCn1nc(-c2ccccc2Br)oc1=S	10%
COc1ccc(C2CC(=O)C3=C(C2)NC(C)=C(C(=O)OC2CCCCC2)C3c2ccc(OC)cc2OC)cc1 (stereo not drawn)	3%
CN1C(=O)CC(N2CCN(c3ccc(Cl)cc3)CC2)C1=O (stereo not drawn)	1%
O=C(N/N=C/c1ccc2c(c1)OCO2)c1sc2cc(Cl)ccc2c1Cl	25%
C=CCN1C(=O)/C(=C\c2cn(Cc3ccc([N+](=O)[O-])cc3)c3ccccc23)C(=O)NC1=S	42%
N#C/C(=C\c1cn(Cc2ccccc2)c2ccccc12)C(=O)Nc1ccccc1O	29%
COCCNC(=O)C(C)Oc1ccccc1 (stereo not drawn)	5%
Cc1cc([N+](=O)[O-])ccc1N/C=C/C(=O)c1cccs1	8%
O=C(NCCO)C1COc2ccccc2O1 (stereo not drawn)	8%
CC(=O)C(/C=N/c1ncc(C(F)(F)F)cc1Cl)=C(\C)O	7%
C=CCn1c2ccccc2c2nnc(SCC(=O)Nc3cccc(C(C)=O)c3)nc21	14%
Cc1cc(Cl)ccc1NC(=O)CN(c1cccc(C(F)(F)F)c1)S(C)(=O)=O	9%
O=C1/C(=C/C2CC=CCC2)SC(=S)N1C1CCS(=O)(=O)C1 (stereo not drawn)	8%
COc1cccc(COc2cc(C)cc3oc(=O)cc(-c4ccccc4)c23)c1	0%
CCC(C)c1ccccc1OCCOc1ccc(/C=C2\SC(=S)NC2=O)cc1 (stereo not drawn)	43%
COc1ccc(/C=C2\SC(=S)N(CCC(=O)OC3CCCCC3)C2=O)cc1	4%
O=C(CN1C(=O)C2C3CCC(C3)C2C1=O)Nc1cccc(C(F)(F)F)c1 (stereo not drawn)	0%
Cc1nnc(NC(=O)CSc2nnc3c4ccccc4n(C(C)C)c3n2)s1	3%
CCc1ccc(C2C(C(=O)OC)=CN(Cc3ccc(C)cc3)C=C2C(=O)OC)s1	23%
CCOC(=O)CNC(c1ccccc1)c1cc(Br)ccc1N (stereo not drawn)	9%
O=C(N/N=C/c1ccc(O)cc1)c1cc(C2CC2)[nH]n1	0%
CC(=O)c1cccc(NC(=O)Cn2cnc([N+](=O)[O-])n2)c1	3%
CCCCNC(C)CCC(C)Oc1ccccc1C (stereo not drawn)	7%
O=C1C2C(C(=O)N1CCO)C1C=CC2C12CC2 (stereo not drawn)	0%
c1ccc2c(c1)nc(N1CCOCC1)c1ccccc12	9%
CCOC(=O)C1=C(C)N=c2s/c(=C\c3ccccc3O)c(=O)n2C1c1ccc(SC)cc1 (stereo not drawn)	18%
CN1C(=O)S/C(=C/c2ccc(OCc3cccc(C(=O)O)c3)cc2)C1=O	14%
CCCN1CCC(=NNC(=O)c2ccccc2O)CC1	3%
CC1=CC(C)(C)N(C(=O)c2ccc([N+](=O)[O-])cc2)c2ccccc21	7%

Rewritten with bars between the fields: 21 of the compounds above.
molecule | RNase H inhibition
Cc1cc([N+](=O)[O-])ccc1N/C=C/C(=O)c1cccs1 | 8%
O=C(NCCO)C1COc2ccccc2O1 (stereo not drawn) | 8%
CC(=O)C(/C=N/c1ncc(C(F)(F)F)cc1Cl)=C(\C)O | 7%
C=CCn1c2ccccc2c2nnc(SCC(=O)Nc3cccc(C(C)=O)c3)nc21 | 14%
Cc1cc(Cl)ccc1NC(=O)CN(c1cccc(C(F)(F)F)c1)S(C)(=O)=O | 9%
O=C1/C(=C/C2CC=CCC2)SC(=S)N1C1CCS(=O)(=O)C1 (stereo not drawn) | 8%
COc1cccc(COc2cc(C)cc3oc(=O)cc(-c4ccccc4)c23)c1 | 0%
CCC(C)c1ccccc1OCCOc1ccc(/C=C2\SC(=S)NC2=O)cc1 (stereo not drawn) | 43%
COc1ccc(/C=C2\SC(=S)N(CCC(=O)OC3CCCCC3)C2=O)cc1 | 4%
O=C(CN1C(=O)C2C3CCC(C3)C2C1=O)Nc1cccc(C(F)(F)F)c1 (stereo not drawn) | 0%
Cc1nnc(NC(=O)CSc2nnc3c4ccccc4n(C(C)C)c3n2)s1 | 3%
CCc1ccc(C2C(C(=O)OC)=CN(Cc3ccc(C)cc3)C=C2C(=O)OC)s1 | 23%
CCOC(=O)CNC(c1ccccc1)c1cc(Br)ccc1N (stereo not drawn) | 9%
O=C(N/N=C/c1ccc(O)cc1)c1cc(C2CC2)[nH]n1 | 0%
CC(=O)c1cccc(NC(=O)Cn2cnc([N+](=O)[O-])n2)c1 | 3%
CCCCNC(C)CCC(C)Oc1ccccc1C (stereo not drawn) | 7%
O=C1C2C(C(=O)N1CCO)C1C=CC2C12CC2 (stereo not drawn) | 0%
c1ccc2c(c1)nc(N1CCOCC1)c1ccccc12 | 9%
CCOC(=O)C1=C(C)N=c2s/c(=C\c3ccccc3O)c(=O)n2C1c1ccc(SC)cc1 (stereo not drawn) | 18%
CN1C(=O)S/C(=C/c2ccc(OCc3cccc(C(=O)O)c3)cc2)C1=O | 14%
CCCN1CCC(=NNC(=O)c2ccccc2O)CC1 | 3%

Later entries.
SMILES	RNase H inhibition
CCOC(=O)C1=C(c2ccccc2)N=c2s/c(=C\c3cccnc3)c(=O)n2C1c1ccc(OC)c(OC)c1 (stereo not drawn)	8%
COc1ccc(NC(=O)/C=C/c2ccccc2Cl)c([N+](=O)[O-])c1	12%
C=CCc1ccc(OCCOCCSc2ccc(Cl)cc2)c(OC)c1	20%
C=CCNC(=O)C(=O)NCCN1CCOCC1	0%
Cc1c(NC(=O)CN2C(=O)/C(=C/c3ccccc3Cl)SC2=S)c(=O)n(-c2ccccc2)n1C	17%
CN1C(=O)/C(=C\c2ccccc2OCc2ccc(Cl)cc2)SC1=S	13%
C[n+]1c(Cc2ccc([N+](=O)[O-])cc2)sc2ccccc21	12%
Cc1ccc2nc(NC(=O)C3CC=CCC3C(=O)O)sc2c1 (stereo not drawn)	2%
CCCN1CCC(=NNC(=O)c2cccc3ccccc23)CC1	3%
COc1cc2c(cc1NC(=O)c1cccc(I)c1)oc1ccccc12	9%
Cc1c(Cl)cccc1NC1=CC(=O)CC(C)(C)C1	0%
C=CCOc1ccc(CN2CCCCC2)cc1	22%
O=C(Nc1ccc(-c2noc(-c3cccc(Cl)c3)n2)cc1)c1cccs1	14%
O=C(Nc1ccc(F)cc1F)c1cccc(Cl)c1	8%
COc1cc2nc(C)sc2cc1OC	0%
Cc1ccc(C#N)c(SCC(=O)O)n1	0%
Cc1ccc(-n2nc3ccc(NC(=S)NC(=O)c4ccc(F)cc4)cc3n2)cc1	2%
COc1ccc(OC)c(CN2CCN(S(=O)(=O)c3ccc(C)cc3)CC2)c1	0%
Cc1ccc(C)n1-c1ccc(CC(=O)O)cc1	47%
CCOc1cccc(C(=O)Nc2cc(-c3nc4cc(C)cc(C)c4o3)ccc2C)c1	2%
O=C(NCCN1CCOCC1)/C(=C/c1ccccc1)NC(=O)c1ccccc1	5%
CCN1C(=O)/C(=C\c2cc(OC)ccc2OC)SC1=S	31%
N#Cc1c(N)nc2c(c1-c1ccc(F)cc1)CCCCCC2	30%
CCOC(=O)c1c(NC(=S)NC(=O)c2cccs2)sc(C)c1C	0%
O=C(CN1CCCCCCC1)N/N=C/c1ccccc1F	6%
CCOC(=O)CSC1=C(C#N)C(c2ccc(Cl)cc2)CC(=O)N1 (stereo not drawn)	12%
Cc1ccccc1C(=O)Oc1ccc2c(C)cc(=O)oc2c1	23%
COc1c(OC(C)=O)ccc(/C=N\NC(=O)COc2cccc(Cl)c2)c1[N+](=O)[O-]	19%
CC(C)C(=O)Nc1cc(-c2nc3ccccc3s2)ccc1Cl	16%
CC1=C(C(=O)OCC(Cl)(Cl)Cl)C(c2ccccc2)NC(=O)N1 (stereo not drawn)	0%
CCN1C(=O)/C(=C\c2ccc(OCCOc3cccc(OC)c3)cc2)SC1=S	12%
Cc1ccc(Cl)cc1NC(=O)C1CC(=O)N(c2ccc(F)cc2)C1 (stereo not drawn)	18%
CCCSc1nc2c(c(=O)n1C1CCOC(C)(C)C1)C1(CCCC1)Cc1ccccc1-2 (stereo not drawn)	0%
Cc1cc(C)nc(SCC(=O)N2CCOCC2)n1	3%
CCN1C(=O)/C(=C/c2cc(OC)c(O)c(OC)c2)C(=O)NC1=S	14%
Cc1ccc(N=Cc2cc(Br)ccc2O)nc1	2%
CCn1c2ccccc2c2nnc(SCC(=O)N(c3ccccc3)c3ccccc3)nc21	5%
CC(=O)c1ccc(C)cc1OC(=O)c1ccc(Cl)cc1	21%
C/C(=N/O)c1ccc(OCCCCCCOc2ccc(/C(C)=N\O)cc2)cc1	6%
COc1cc(/C=N/NC(=O)c2cnccn2)cc(OC)c1OC	0%
Cc1ccc(OCCCCn2ccnc2)c(C)c1	3%
CCCc1[nH]n(-c2ccc([N+](=O)[O-])cc2)c(=O)c1C=NCc1ccc(OC)cc1	17%
C/C(=N\NC(=O)CSCc1ccccc1Cl)c1cccc(I)c1	34%
CN(C)CCCNC(=O)c1ccc(Cl)cc1Cl	9%
O=C(Nc1nnc(-c2ccco2)s1)c1cccc2ccccc12	14%
CC(=O)N(C1=C(N2CCCC2)C(=O)c2ccccc2C1=O)C1CCCCC1	8%
O=C(CCN1C(=O)c2ccccc2C1=O)Nc1ccc(-c2ccccc2)cc1	14%
O=C(CCC1CCCCC1)Nc1ccc(Br)cc1	9%
COc1ccc(/C=N/N=C2/SC(CC(=O)O)C(=O)N2c2ccc(O)cc2)cc1 (stereo not drawn)	0%
CC(C)(C)c1ccc(CSc2nnnn2-c2ccccc2)cc1	12%
Cc1ccc(C(=O)Nc2ccccc2)cc1	5%
Cc1cccc(C)c1NC(=O)c1c(F)c(F)c(F)c(F)c1F	2%
N=C1S/C(=C\c2ccc(N3CCOCC3)cc2)C(=O)N1c1ccc(Br)cc1	53%*
CCOc1cc(/C=C2\C(=O)NC(=S)N(c3ccc(Cl)cc3Cl)C2=O)ccc1O	19%
Cc1ccc(Cl)cc1NC(=O)c1ccc(N(Cc2ccccc2)S(C)(=O)=O)cc1	0%
CCOC(=O)c1ccc(N2C(=O)CC(N3CCN(C)CC3)C2=O)cc1 (stereo not drawn)	2%
Cc1cc(N2C(=O)NC(=O)/C(=C\c3sccc3C)C2=O)ccc1Br	37%
CC(C)(C#Cc1ccc(Br)cc1)OC(=O)Nc1cccc2ccccc12	17%
Cc1ccc(OCCCN2CCOCC2)c(C)c1	1%
CCOC(=O)c1c(C)c2c(n1C)CCC/C2=N\O	10%

Additional structures:
SMILES	RNase H inhibition
NC(=O)c1ccccc1NS(=O)(=O)c1ccc(F)cc1	0%
C#CCOc1ccc(/C=C2\C(=O)NC(=O)N(c3cc(C)cc(C)c3)C2=O)cc1OCC	9%
CC1(C)CC(=O)C(=Cc2cn(-c3ccccc3)nc2-c2cccs2)C(=O)C1	5%
CCCNC(=O)C(C)Oc1ccc(Cl)cc1Cl (stereo not drawn)	0%
O=[N+]([O-])c1cc2c(cc1/C=N/n1cnnc1)OCO2	5%
Oc1c(Br)cc2oc3c(c2c1/C=N/n1cnnc1)CCCC3	13%
Cc1ccccc1C(=O)NC(=S)Nc1cccc(-c2nc3ccccc3o2)c1	20%
O=S(=O)(/N=C(/Nc1ccc2ccccc2c1)c1ccccc1)c1ccc(Cl)cc1	17%
O=Cc1ccc(OCCOC(=O)Nc2cccc(Cl)c2)cc1	28%
O=C1c2ccccc2C(=O)C1C1=CC(c2ccccc2)C(c2ccccc2)N=N1 (stereo not drawn)	2%
O=C(Nc1cc([N+](=O)[O-])ccc1F)c1cccs1	5%
COc1ccc(-n2c(O)c(C=Nc3ccccc3)c3ccccc3c2=O)cc1	9%
O=C1c2ccccc2C(=O)N1c1ncc(Cc2cccc(Cl)c2Cl)s1	10%
COc1ccc(Cl)cc1/C=C(/C#N)c1nc2ccccc2[nH]1	14%
O=C1OC(c2ccc(F)cc2)=N/C1=C\c1ccc2c(c1)OCO2	0%
COc1ccc(N2C(=O)NC(=O)/C(=C\c3ccc(OC)c(OC)c3OC)C2=O)cc1	2%
CCCCCc1nc2sc3c(c2c(=O)n1N)CC(C)(C)OC3	2%
CCN(CC)C(=S)Sc1nc(Nc2ccc(OC)cc2)nc(Nc2cccc([N+](=O)[O-])c2)n1	22%
CCOc1ccccc1NC(=O)CSc1ccc(C)cc1	14%
CN1C(=O)/C(=C\c2cn(Cc3ccccc3)c3ccccc23)SC1=S	20%
S=C(Nc1ccccc1)N1CCNC2NCCN(C(=S)Nc3ccccc3)C21 (stereo not drawn)	10%
O=C(Nc1nc(-c2ccc(Cl)cc2)c(-c2ccccc2)s1)c1ccccc1	9%
CN(C)c1cccc(C(=O)n2nnc3ccccc32)c1	23%
CCN(CC)S(=O)(=O)c1ccc(NC(=O)Nc2ccccc2)cc1	4%
CCCC/C(C)=N/NC(=O)C(=O)Nc1cccc(Cl)c1	15%
CCCOC(=O)C1=C(C)NC2=C(C(=O)CC(c3ccc(Cl)cc3)C2)C1c1ccc(O)cc1 (stereo not drawn)	20%
COc1ccc(NC(=O)CSCCc2ccccn2)c([N+](=O)[O-])c1	12%
COCCOC(=O)C1=C(C)NC2=C(C(=O)CC(c3ccc(OC)cc3)C2)C1c1ccc(OCc2ccccc2)cc1 (stereo not drawn)	9%
Cc1cc([N+](=O)[O-])ccc1N/C=C/C(=O)c1ccc(Br)cc1	0%
CCOP(=O)(OCC)/C(=C(\NC(=O)c1ccccc1)C(=O)Nc1ccc(Cl)cn1)c1ccccc1	0%
O=C(Nc1nc2ccc(Cl)cc2s1)c1ccccc1[N+](=O)[O-]	8%
C/C(=N/N1CCN(C)CC1)c1c(C(F)(F)F)[nH]n(-c2nc3ccccc3s2)c1=O	0%
O=C1NC(=S)S/C1=C/c1ccc(OCc2ccc([N+](=O)[O-])cc2)cc1	6%
CC(C)N(Cc1ccccc1)C(=O)/C=C/c1cccc([N+](=O)[O-])c1	46%
C=CS(=O)(=O)c1ccc(C(C)(C)C)cc1	4%
O=C(CCC(=O)Nc1ccccc1)N/N=C/c1ccc2c(c1)OCO2	1%
O=C1CC(O)(C(F)(F)F)Oc2ccc3ccccc3c21 (stereo not drawn)	15%
COc1ccc(C2C(C(C)=O)=C(C)N=c3s/c(=C\c4ccc([N+](=O)[O-])cc4)c(=O)n32)c(OC)c1 (stereo not drawn)	14%
Cc1ccc(OC(=O)c2ccc(Br)o2)cc1	5%
COc1ccc(CC(=O)O/N=C(\N)c2ccncc2)cc1OC	0%
O=C(O)C(Cc1ccccc1)N1C(=O)/C(=C/c2cccs2)SC1=S (stereo not drawn)	5%

Screening results as filed in PubChem BioAssay.
